High-throughput results as filed in PubChem.
GDH-TPI inh: GDH-TPI coupled enzyme inhibition counter-screen | GDH-TPI coupled enzyme counterscreen, NADH absorbance | inhibition, % at 4.8 µM | 1.2% of 360,000 active | AID 588335; in the data active = inhibition above about 30%;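 also: 0% = DMSO wells and 100% = wells lacking the enzyme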
PfHsp40 rescue: compounds rescuing yeast from Plasmodium falciparum HSP40 toxicity; S. cerevisiae expressing PfHsp40, growth rescue, ATP luminescence; growth rescue, % at 12.5 µM; 0.68% of 340,000 active; in the data active = growth rescue above about 28%, passing the limit was not always enough; inconclusive = no clear call, values can overlap the other calls;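 also: yeast W303a lacking pdr1 and pdr3 grown in galactose medium; growth measured after three days at 30 °C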
BoNT F protease: BoNT F light chain protease inhibition; Multiplex microsphere protease cleavage assay, flow cytometry; AID 588497; 0.22% of 360,000 active; inhibition, % at 10 µM; in the data active = inhibition above about 35%, passing the limit was not always enough; inconclusive = no clear call, values can overlap the other calls; also: plate controls were buffer without enzyme for full effect and enzyme alone for no effect
BoNT-A LC inh2: BoNT A light chain protease inhibition. multiplex microsphere protease substrate cleavage, flow cytometry. inhibition, % at 10 µM. 0.17% of 360,000 active; also: plate controls were buffer without enzyme for full effect and enzyme alone for no effect
Mtb UGM inh: inhibitors of M. tuberculosis UDP-galactopyranose mutase; purified UGM, fluorescence polarization probe displacement; inhibition, % at 10 µM; 0.06% of 320,000 active; AID 504406; in the data active = inhibition above about 10%, passing the limit was not always enough; inconclusive = no clear call, values can overlap the other calls
Target sequence (P9WIQ1 whole entry, looked up): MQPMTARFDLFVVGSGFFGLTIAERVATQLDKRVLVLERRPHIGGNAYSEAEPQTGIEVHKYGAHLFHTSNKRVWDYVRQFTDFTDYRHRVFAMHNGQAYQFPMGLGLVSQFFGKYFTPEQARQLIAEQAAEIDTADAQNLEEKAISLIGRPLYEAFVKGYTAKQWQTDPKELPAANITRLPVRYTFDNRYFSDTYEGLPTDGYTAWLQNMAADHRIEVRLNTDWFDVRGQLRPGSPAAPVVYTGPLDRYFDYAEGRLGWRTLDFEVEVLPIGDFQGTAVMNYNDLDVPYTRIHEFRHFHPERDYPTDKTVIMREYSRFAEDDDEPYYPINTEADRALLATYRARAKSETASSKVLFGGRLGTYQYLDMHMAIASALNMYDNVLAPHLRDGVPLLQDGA
BioA inh: BioA (M. tuberculosis) enzyme inhibition | purified M. tuberculosis BioA enzyme, plate reader | inhibition, % at 9.99 µM | 0.096% of 360,000 active; in the data active = inhibition above about 40%; inconclusive = no clear call, values can overlap the other calls
FBA Mtb inh: inhibitors of M. tuberculosis fructose-bisphosphate aldolase | purified M. tuberculosis FBA, fluorescence read-out | 2.3% of 360,000 active | AID 588726 | P9WQA3 | inhibition, % at 1 µM; in the data active = inhibition above about 27%;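 also: 0% = vehicle and 100% = reference inhibitor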
Target sequence (P9WQA3 whole entry, looked up): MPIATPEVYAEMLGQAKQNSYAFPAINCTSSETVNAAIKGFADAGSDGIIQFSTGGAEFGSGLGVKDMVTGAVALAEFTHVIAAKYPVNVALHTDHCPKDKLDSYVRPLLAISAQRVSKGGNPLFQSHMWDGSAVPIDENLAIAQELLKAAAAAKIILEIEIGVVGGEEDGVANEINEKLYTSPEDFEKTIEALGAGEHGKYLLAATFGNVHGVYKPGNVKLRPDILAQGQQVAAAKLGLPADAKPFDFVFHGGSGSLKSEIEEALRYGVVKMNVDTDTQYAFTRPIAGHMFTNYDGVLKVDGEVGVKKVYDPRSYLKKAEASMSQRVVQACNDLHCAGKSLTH
FadD28 binding: blocks FadD28 binding to the bisubstrate probe; fluorescence polarization; inhibition, % at 12.5 µM; 0.22% of 360,000 active; in the data active = inhibition above about 8.5%, passing the limit was not always enough; inconclusive = no clear call, values can overlap the other calls
Anthrax LF prot: blocks Bacillus anthracis lethal factor protease. 0.12% of 360,000 active. multiplex microsphere protease cleavage assay, LF. inhibition, % at 10 µM; also: plate controls were buffer without enzyme for full effect and enzyme alone for no effect
The depositor's hits bear a star; ? = inconclusive; . = no result given; & = joins results of further samples. Rule as the data show it, unless noted: active = inhibition above about 30%; inconclusive = no clear call, values can overlap the other calls; inactive = below that.

SMILES | GDH-TPI inh | PfHsp40 rescue | BoNT F protease | BoNT-A LC inh2 | Mtb UGM inh | BioA inh | FBA Mtb inh | FadD28 binding | Anthrax LF prot
CCOC(=O)N1CCN(C(=O)c2cn(C)c3ccc(S(=O)(=O)N(C)C4CCCCC4)cc3c2=O)CC1 | 20 | -1.2 | -6 | -3.5 | -0.3 | -3.1 | 0 | -2.6 | -2
Cc1ccc(C(=O)OC(C)C(=O)NC2CCCCC2C)cc1S(=O)(=O)N1CCOCC1 (stereo unspecified) | 2 | 1.4 | -4 | -1.6 | 2.4 | -1.4 | -1 | -2.9 | 1
COc1ccccc1NC(=O)NCCN1C(=O)C2C3C=CC(C3)C2C1=O (stereo unspecified) | -3 | 0.2 | -1 | -0.7 | 0.1 | 0.3 | -1 | -4.5 | -7
COc1cc(C2CC(=O)Oc3cc(C)cc(C)c32)cc(OC)c1OC (stereo unspecified) | 8 | -0.9 | -4 | 0.5 | . | -0.7 | -1 | -0.1 | 4
COc1ccc(S(=O)(=O)N(CC(=O)O)c2ccc(C)cc2)cc1 | 9 | -0.1 | 2 | 0.4 | 0.6 | -0.6 | -2 | -1.2 | -4
Cc1c(/C=N/NC(=O)C(NC(=O)c2ccc3c(c2)OCO3)C(C)C)c2ccccc2n1C (stereo unspecified) | 38* | -0.1 | 2 | -0.1 | 1.4 | . | 2 | -0.8 | -3
CC(=O)N1CCC2(CC1)NC(=O)N(c1ccccc1)N2 | -4 | -0.4 | 2 | -0.1 | -2.3 | . | -7 | -3.3 | 3
CC(C)n1c(CCCO)nc2ccccc21 | 12 | 0.4 | -8 | -4.2 | 0.4 | 0.6 | -1 | -4.2 | -1
CC(C)COP(=O)(c1ccc(N(C)C)cc1)C(O)c1ccccn1 (stereo unspecified) | -10 | -1.1 | 5 | 0.6 | 4.8 | 1.0 | 4 | -4.7 | 1
COc1ccccc1C1SCCN1S(C)(=O)=O (stereo unspecified) | -3 | -0.2 | 8 | 0.3 | -3.0 | 0.6 | 1 | -0.8 | -5
Cn1c(CCNC(=O)c2ccco2)nc2cc(NS(=O)(=O)c3ccccc3)ccc21 | -3 | -1.2 | 3 | 0.6 | 0.7 | . | 0 | -5.1 | -1
Oc1ccc(C2=CCNCC2)cc1O | -13 | -0.4 | -16 | -0.5 | 1.0 | -0.7 | 0 | -3.5 | -7
Cc1ccnc(NC(=O)CCC2CCCCC2)c1 | -4 | -0.7 | 4 | 0.8 | -1.5 | 3.4 | -1 | -4.4 | -11
COc1ccc(Cl)cc1CC1(C)C(=O)Nc2c(Cl)cccc21 (stereo unspecified) | 10 | . | -4 | -0.4 | . | -0.7 | 2 | -2.8 | -6
Cc1nn(C)c(C)c1C1Nc2ccccc2C(=O)N1O (stereo unspecified) | -5 | -1.2 | -6 | -1.4 | -0.5 | 1.2 | 1 | -1.0 | -11
CC(C)CCNC(=S)Nc1ccc([N+](=O)[O-])cc1 | 3 | 128* | 4 | 0.0 | -0.4 | 5.1 | 1 | -2.5 | -1
CC(=O)Nc1cc(-c2cccnc2)cn2c(-c3ccc(F)cc3)cnc12 | 12 | . | -11 | -0.4 | . | 0.4 | 3 | -1.0 | 3
O=C(O)/C=C/c1ccc(-n2ccnc2)cc1 | 5 | 0.9 | -8 | -2.1 | 0.2 | 0.1 | 0 | -2.2 | -2
Cc1nn(C)cc1/C=N/NC(=O)c1sc2ccccc2c1Cl | 16 | 2.2 | -21 | -0.8 | 0.0 | -0.6 | 1 | -4.5 | -3
C=CCn1c2ccccc2c2nnc(SCN3C(=O)c4ccccc4C3=O)nc21 | 7 | -0.5 | 0 | 1.0 | -0.4 | . | -2 | -2.2 | -2
COc1ccc(C2N=C(N)N=C(N)N2c2ccccc2)cc1OC (stereo unspecified) | 1 | 0.0 | 2 | 0.9 | -0.7 | 1.6 | 2 | -5.1 | 1
NS(=O)(=O)c1ccc(CNC(=O)Cn2nc(C(F)F)cc2C(F)F)cc1 | 5 | -0.6 | -5 | -5.0 | 0.1 | 0.1 | 0 | -1.5 | -6
CS(=O)(=O)c1ccc(C(=O)Nc2ccc(-c3nc4ccccc4[nH]3)cc2)cc1 | 21 | 0.1 | 1 | 0.0 | -0.2 | -1.0 | 2 | -2.4 | -3
NC(=S)N=Nc1c(O)[nH]c2cc(F)c(F)cc12 | 12 | -0.7 | -5 | -0.5 | 0.0 | . | -5 | -4.4 | -2
O=C(/C=C/c1ccc2c(c1)OCO2)Nc1nncs1 | 24 | . | 6 | 0.3 | 1.2 | -0.6 | 8 | -2.5 | 5
Cc1ccc(C2=NN(C(=O)CCC(=O)O)C(c3ccc4c(c3)OCO4)C2)cc1 (stereo unspecified) | 0 | 0.8 | ? | 0.2 | 2.2 | -1.1 | 1 | -1.2 | -1
COc1cc(NC(=O)Cn2nnc(-c3ccncc3)n2)cc(OC)c1 | -3 | -1.3 | -12 | -0.6 | 3.5 | 2.0 | 10 | -3.8 | -1
O=C(Nc1ccccc1C(F)(F)F)c1cc(S(=O)(=O)N2CCC3(CC2)OCCO3)ccc1F | 6 | 1.6 | -1 | -0.9 | -2.9 | . | -5 | -2.0 | -1
O=C1CCCN2N=C(SCC(=O)Nc3ccc(OC(F)(F)F)cc3)SC2=N1 | 13 | 0.0 | -4 | -0.8 | -0.7 | 0.4 | 1 | -2.0 | -2
O/N=C1/CCCSc2ccccc21 | 3 | 0.0 | -1 | -0.6 | 2.1 | -0.3 | 2 | -2.4 | -4
O=C(CCc1nnc(Cc2cccc(C(F)(F)F)c2)o1)NC1CC1 | 5 | -0.3 | -4 | -0.7 | -4.7 | . | 6 | 0.4 | -6
C[C@]12CCC3C(CC[C@H]4C[C@@H](O)CC[C@]34C)C1C[C@@H](O)[C@@H]2O (stereo partly specified) | 0 | 0.9 | -3 | -0.6 | . | 0.4 | -4 | -2.8 | -4
Cc1cc(C(=O)Nc2ccccc2N2CCOCC2)ccc1[N+](=O)[O-] | 5 | 2.1 | 1 | -0.7 | 0.8 | 3.8 | 0 | -2.2 | 1
COc1ccc(C(=O)Nc2nnc(C3=COCCO3)o2)cc1 | 6 | -1.0 | 1 | 2.7 | 1.0 | 0.1 | 0 | -0.4 | 3
CCN(CC)S(=O)(=O)c1ccc(N(C)C)c(NC(=O)C2CCCC2)c1 | 12 | 0.9 | -6 | -0.4 | 1.9 | -1.2 | -2 | -2.0 | 0
CCC(C(=O)NCc1ccc(F)cc1)N(Cc1cccs1)C(=O)c1snc(C(N)=O)c1N (stereo unspecified) | 4 | 0.4 | 0 | 0.4 | -0.9 | 2.5 | 4 | -0.1 | -1
O=C(Nc1cc(S(=O)(=O)N2CCOCC2)ccc1N1CCOCC1)c1cn2ccccc2n1 | 7 | -0.4 | 4 | 1.0 | -0.8 | . | 9 | -3.1 | -5
COc1ccc(-c2cc(=O)[nH]c3ccccc23)cc1 | 7 | 2.4 | -1 | 0.0 | 11* | -0.1 | 19 | -1.8 | 1
COc1ccc(-c2ccccc2)cc1NC(=O)c1cccs1 | 4 | 1.3 | -4 | -1.5 | -0.6 | -0.7 | 2 | -0.7 | 10
COC(=O)c1ccccc1NC(=S)N(Cc1ccc2c(c1)OCO2)Cc1cc2cc(OC)ccc2[nH]c1=O | 23 | 0.3 | 0 | 1.0 | 3.1 | -1.5 | 0 | -2.1 | -2
Cc1ccc2c(c1)C1CN(C)CCC1N2S(=O)(=O)c1cccc(F)c1 (stereo unspecified) | -1 | -0.6 | 16 | 6.8 | -0.8 | -0.7 | 0 | 0.0 | -1
CN(CCc1ccccn1)C(=O)CC1C(=O)NCCN1Cc1cccc(F)c1 (stereo unspecified) | -4 | 0.3 | -6 | -0.3 | 0.4 | 0.2 | 7 | -0.7 | -2
C/C(CC(=O)Nc1ccc2c(c1)OCCO2)=N\NC(=O)COc1ccc(C)cc1Br | 6 | -1.1 | -3 | -0.2 | -3.7 | 0.6 | 3 | . | 0
CCOC(=O)c1c(-c2ccccc2)oc2cc(CN(C)C)c(O)c(CN(C)C)c12 | 13 | 0.7 | -24 | 2.9 | -4.4 | -5.2 | 0 | -2.2 | -3
C=CC(=O)N(CCC)C(c1ccccc1)c1ccccc1OC (stereo unspecified) | -8 | 2.5 | -2 | -0.3 | -1.3 | -0.4 | 0 | -0.4 | 0
Cc1cc(Cl)ccc1C(=O)C1CCCN(C(=O)c2ccoc2)C1 (stereo unspecified) | 4 | 0.4 | 0 | -0.8 | -1.2 | 6.0 | 1 | -1.6 | 1
c1ccc(-c2nnc(-c3ccco3)o2)cc1 | 4 | -1.1 | 6 | 0.4 | -1.3 | 0.3 | 42* | -0.4 | 2
Cc1ccc(C(C)C)c(OCCCN2C(=O)NC(C)(C)C2=O)c1 | 6 | -0.4 | 7 | 5.2 | 2.5 | 0.5 | 1 | -4.3 | -1
COCCNc1ccnc2c(Cl)cccc12 | 3 | -1.7 | -3 | -0.1 | 0.5 | 0.6 | 1 | -3.5 | -3
Cc1cc(C(F)(F)F)nc(SCc2ccc(C(=O)O)o2)n1 | 3 | -1.0 | -11 | -1.5 | 3.6 | 0.1 | -2 | -1.3 | -6

The list continues.
SMILES | GDH-TPI inh | PfHsp40 rescue | BoNT F protease | BoNT-A LC inh2 | Mtb UGM inh | BioA inh | FBA Mtb inh | FadD28 binding | Anthrax LF prot
CCOC(=O)N1CCN(C(=O)C(=O)c2cn(CC(=O)N3CCCCCC3)c3ccccc23)CC1 | 6 | -2.1 | 13 | 16 | 2.8 | -2.8 | 1 | -0.5 | 26
CSc1nc2ccc(S(=O)(=O)N3CCOCC3)cc2s1 | -1 | -0.4 | 3 | 0.3 | -1.9 | . | -1 | 0.0 | 1
CCN(CC(=O)NCc1ccccn1)S(=O)(=O)c1ccc(OC)cc1 | 1 | -0.8 | 5 | -0.2 | -0.6 | -0.8 | -4 | -2.0 | 3
CCOc1ccc(-c2nnn(CC(=O)NCc3cccs3)n2)cc1 | 1 | 0.3 | -10 | -1.0 | -1.8 | 1.0 | 0 | 1.6 | -10
Cc1ccc([N+](=O)[O-])cc1S(=O)(=O)NCc1cccnc1 | 4 | -0.6 | 5 | 0.4 | 0.2 | . | 1 | -2.8 | -1
O=C(O)c1ccc2c(c1)S(=O)(=O)c1cc(N3CCN(c4cnccn4)CC3)ccc1C2=O | 24 | . | 3 | -0.1 | . | 1.8 | -9 | 2.3 | -1
CC(C)N(C1=CC(=O)OC12CCCCC2)C(C)C | 17 | -0.1 | ? | 0.3 | -0.5 | 0.4 | 1 | -2.2 | 20
Cc1ccc(S(=O)(=O)CCC(=O)OCC(=O)N(C)CC(=O)Nc2ccc(F)cc2)cc1 | -10 | -0.7 | -11 | -3.1 | 2.4 | . | 5 | -2.6 | -2
Cc1ccc(C(C)C)c(OCC(=O)Nn2c(C)nc3ccccc3c2=O)c1 | -1 | 5.2 | -5 | 0.5 | 0.7 | -0.3 | 0 | -3.6 | -3
CNc1ncnc(Sc2nc(N)nc3nc[nH]c23)c1[N+](=O)[O-] | 22 | -0.3 | 0 | 0.4 | . | . | 4 | -1.7 | 0
Cc1ccc(NC(=O)c2cc(NC(=O)c3ccco3)ccc2N2CCOCC2)cc1 | 10 | 3.2 | 2 | -0.8 | -0.5 | 38 | -1 | -0.5 | -1
CC(C)NC(=O)N(C)C[C@H]1Oc2ccc(NS(=O)(=O)c3ccccc3)cc2C(=O)N([C@H](C)CO)C[C@H]1C | 0 | 1.4 | 3 | 0.0 | -2.3 | 1.4&0.5 | 2 | -0.5 | 0
